# Source: PubChem BioAssay
# TLR4-MyD88 BLA – inhibitors of TLR4-MyD88 association in cells, primary screen, cell-based, HeLa CL3-4, BLA complementation, FRET ratio; Toll-like receptor 4 (Homo sapiens) + Myeloid differentiation primary response protein …; HeLa CL3-4 TLR4/MyD88 BLA complementation; inhibition, % at 8.4 µM; hit rate 0.18% among 200,000; in the data active = inhibition above about 25%;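 note: 0% = vehicle and 100% = reference inhibitor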
# APP 5UTR inh – inhibitors of APP translation via 5'UTR reporter, primary screen, APP 5'UTR luciferase, SH-SY5Y cells; SH-SY5Y APP 5'UTR-luciferase reporter, luminescence; inhibition, % at 2 µM; hit rate 0.82% among 190,000; AID 1285, 2008;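 active = inhibition above a set limit, derived from the sample mean plus 3 SD, cut at about 45% in these data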; note: values of inactives mirror those of a sister screen read the other way
# G6PDH counter – L. mesenteroides G6PDH inhibitors, counter-screen for G6PDH-coupled screening assays, biochemical, Leuconostoc mesenteroides enzyme; glucose-6-phosphate dehydrogenase [Leuconostoc mesenteroides]; Purified L. mesenteroides G6PDH, diaphorase/resazurin coupled fluorescence, 45 min; inhibition, % at 5 µM; hit rate 0.12% among 200,000; AID 1020, 2008; in the data active = inhibition above about 50%
# FLuc act counter – FLuc activators, initial screening, artefact control for FLuc-dependent activation tests, biochemical, ATPlite luminescence; AID 1027, 2008; 200,000 tested, under 10 active; activation factor at 10 µM; ATPlite luciferase biochemical, 10 min; 0 = ATP-free wells, 1 = DMSO control;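 active = luciferase activation factor, scaled between plate controls, of at least 2 with compound at 10 µM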
# Target sequence (P08659 whole entry, looked up): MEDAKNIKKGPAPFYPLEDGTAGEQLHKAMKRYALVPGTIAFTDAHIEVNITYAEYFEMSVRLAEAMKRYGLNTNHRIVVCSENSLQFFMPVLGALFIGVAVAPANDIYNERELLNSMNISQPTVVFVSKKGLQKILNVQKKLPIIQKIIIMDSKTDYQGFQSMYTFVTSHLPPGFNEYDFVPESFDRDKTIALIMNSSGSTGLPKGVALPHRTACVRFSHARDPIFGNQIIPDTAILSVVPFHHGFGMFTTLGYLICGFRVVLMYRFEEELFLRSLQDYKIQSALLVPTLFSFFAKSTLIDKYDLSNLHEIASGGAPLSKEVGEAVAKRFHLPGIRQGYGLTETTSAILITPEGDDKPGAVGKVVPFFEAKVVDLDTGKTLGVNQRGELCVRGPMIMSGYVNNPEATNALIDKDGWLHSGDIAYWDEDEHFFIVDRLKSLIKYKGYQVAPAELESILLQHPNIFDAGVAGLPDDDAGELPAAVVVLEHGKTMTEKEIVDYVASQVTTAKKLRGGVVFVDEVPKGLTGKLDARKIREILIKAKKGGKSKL
#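 Assay system: Luciferase/luciferin detection reagent, cell-free biochemical luciferase assay / Also added: ATP substrate / Schedule: 10 min at ambient temperature / Measured by: luminescence measurement of luciferase light output / Benchmarks: low control with PBS replacing ATP, high control enzyme plus ATP without compound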
# STAT1 act – STAT1 signaling activators, primary screen, cell-based, HTS, luciferase reporter; NIH 3T3 STAT1-luciferase reporter, IFN-gamma, luminescence; 100% = IFN-gamma alone, no compound; activation (% of control), % at 5.5 µM; hit rate 2.6% among 200,000; AID 932, 2007;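 active = activation above the screen-wide mean activation plus 3 SD, cut at about 130% in these data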;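 note: raw ratio to IFN-gamma control signal so 100% means no change and 0% no light; values of inactives mirror those of a sister screen read the other way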
# FLuc inh counter – firefly luciferase enzyme inhibitors, primary screen, artefact control for luciferase-based inhibitor screens, biochemical, luminescence, ATPLite; Luciferin 4-monooxygenase (Photinus pyralis), P08659; 10 min; inhibition, % at 10 µM; hit rate 1.5% among 200,000; AID 1006, 2008;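 active = inhibition above about 50% when tested at 10 µM, limit read from the data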
# Diaph inh CS – diaphorase inhibitors and chemical oxidizers, primary screen, counter-screen for diaphorase-coupled primary assays, biochemical, uHTS, resorufin fluorescence. diaphorase resazurin-to-resorufin fluorescence, NADH, 16 min; bacterial (C. kluyveri) enzyme, not human. inhibition, % at 20 µM. hit rate 0.69% among 190,000. AID 1217, 2008;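 active = primary screen inhibition at 20 µM above a set limit, cut at about 50% in these data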;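 note: plate controls were DMSO with full reaction for no effect and wells lacking NADH for full effect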
#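 controls = No-NADH positive control and DMSO neutral control | system = Clostridium kluyveri diaphorase enzyme | timing = reaction incubation of 16 min at room temperature | signal = resorufin fluorescence 544/590 nm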
# APP 5'UTR act – activators of APP 5'UTR luciferase reporter, primary screen, SH-SY5Y cells. SH-SY5Y APP 5'UTR luciferase reporter, luminescence; zero percent = DMSO vehicle wells. activation, % at 2 µM. hit rate 1% among 190,000. AID 1276, 2008;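 active = activation above a set limit, based on mean plus 3 SD of controls, cut at about 140% in these data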; note: values of inactives mirror those of a sister screen read the other way
# NF-kB expr up – activators of NF-kB expression in neurons, primary screen, cell-based, HTS; fold change at 12.5 µM; hit rate 1.6% among 190,000; human neuronal cells, NF-kB reporter expression; hits give high values; AID 1239, 2008; in the data active = fold change above about 3.3
# Diaph act CS – compounds boosting diaphorase resazurin reduction – biochemical, uHTS, resorufin fluorescence, counter-screen for diaphorase-coupled primary assays, primary screen | Diaphorase/resazurin coupled assay, 16 min; hits give high values; 1 = vehicle wells, 0 = NADH-free wells | activation factor at 20 µM | hit rate 0.005% among 190,000;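 active = diaphorase activity raised at least twofold by the compound at 20 µM; inactive = activation factor below 2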
#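 Assay system: bacterial diaphorase enzyme (C. kluyveri) / Input: enzyme 0.07 U/mL final / Medium: 50 mM HEPES pH 7.4 with 4.542 mM MgCl2, 0.005% Tween 20 / Doses: single compound dose of 20 µM, 1% DMSO final / Incubation: 16 min enzyme reaction, ambient temperature / Signal: fluorescence, excitation 544 nm and emission 590 nm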
# Starred values were filed as active, the others as inactive; · = not tested or not shown. Not a hit list; 5.6% or so of the library scored in one or more.
SMILES,TLR4-MyD88 BLA,APP 5UTR inh,G6PDH counter,FLuc act counter,STAT1 act,FLuc inh counter,Diaph inh CS,APP 5'UTR act,NF-kB expr up,Diaph act CS
c1ccc2c(C[n+]3csc4ccccc43)cccc2c1,0,-10,1,1.1,100,-7,11,10,1.8,0.9
COc1cc(NC(C(=O)Nc2cccc(C(C)=O)c2)c2ccccc2)cc(OC)c1OC (stereo unspecified),1,-16,-4,1,77,4,0,16,1.4,1
CCC(=O)N1c2ccccc2NC2=C(C(=O)CCC2)C1c1ccco1 (stereo unspecified),11,16,4,1,112,-2,-2,-16,1.2,1
COc1ccc(NC(=O)CSc2nnc(-c3ccccc3Cl)n2Cc2ccco2)c(OC)c1,0,7,16,1,94,-4,8,-7,0.83,0.9
O=C(CSc1nnnn1-c1ccc2c(c1)OCCO2)N1CCc2ccccc21,12,-6,0,1,103,-3,6,6,1.1,0.9
Nc1nonc1C(=O)NCCNCc1c(OCc2ccccc2F)ccc2ccccc12,-8,0,-2,1.1,95,-8,8,0,0.6,0.9
O=S(=O)(NC1c2cccc3cccc(c23)C1Sc1ncccn1)c1ccccc1 (stereo unspecified),-10,9,-11,1,102,-3,27,-9,0.76,0.7
CC(Oc1ccc(Cl)cc1)C(=O)/C=C/N(C)C (stereo unspecified),1,15,10,1.1,104,-9,5,-15,0.95,0.9
CCc1ccc(NC(=O)CS(=O)CC(=O)NCC2OCCc3ccccc32)cc1 (stereo unspecified),8,3,2,1.1,96,-9,10,-3,1.3,0.9
COc1ccc(NC(=O)NC2(C(=O)N3CCCCCC3)CCCCC2)cc1,9,-1,3,1,100,0,18,1,1.1,0.8
CO/N=C/c1ccc(Oc2ccc(C)cc2)nc1,-6,-12,5,1,112,-1,10,12,1.3,0.9
COc1cccc(CC(=O)NCC2(N3CCCCC3)CCCCC2)c1,6,12,1,1.1,101,-6,7,-11,0.99,0.9
CCOC(=O)c1c(C=O)c(C)n(Cc2ccccc2)c1C,7,-10,0,1,90,-4,19,10,1.2,0.8
Cc1ccc(S(=O)(=O)CNC(=S)c2ccc3ccccc3c2)cc1,0,-37,13,1,98,-2,35,37,0.88,0.7
Cc1nc2ccc(S(=O)(=O)NCC(=O)NCc3ccc4c(c3)OCO4)cc2s1,3,9,3,1,103,0,-4,-9,1.1,1
C/C(Cl)=C/Cn1c(SCCN2CCOCC2)nc2c1c(=O)[nH]c(=O)n2C,-3,14,7,1,95,-1,3,-14,1.3,1
COc1ccc(C2Oc3ccccc3N2C(C)=O)cc1 (stereo unspecified),-5,18,2,1,106,-5,10,-18,1.4,0.9
Cc1cc(C(=O)OCC(=O)Nc2cccnc2Cl)c2ccccc2n1,6,-3,-1,1,96,-5,4,3,1.6,1
O=c1[nH]c(N/N=C\c2ccc3c(c2)OCO3)nc2ccccc12,-5,-205,19,0.2,140*,76*,3,205*,4.4*,1
O=C(NCc1ccco1)C(c1ccccc1F)N(Cc1cccnc1)C(=O)Cn1nnc2ccccc21 (stereo unspecified),3,-10,1,1.2,105,-22,6,10,1.4,0.9
COc1ccc(C=O)cc1Cn1ccnc1,9,10,12,1,101,-4,8,-10,1.7,0.9
Cc1ccsc1C1Nc2ccc3ncccc3c2C2=C1C(=O)CCC2 (stereo unspecified),1,-12,3,1,95,-3,33,12,0.84,0.7
Nc1[nH]ncc1C(=O)Nc1cccc(C(F)(F)F)c1,6,-4,-1,1,101,-5,11,4,1,0.9
CN(Cc1cccnc1)C(=O)CC1C(=O)NCCN1Cc1ccc(-c2ccccc2)cc1 (stereo unspecified),-3,6,2,1,97,-4,24,-6,0.81,0.8
CCc1nnc(NC(=O)C2CCN(c3nc(C)cc(C)n3)CC2)s1,10,-4,0,1.1,93,-5,9,4,1.1,0.9
CC(=O)c1cccc(N(CC(=O)Nc2cccnc2)S(C)(=O)=O)c1,6,5,2,1,105,2,3,-5,0.86,1
COc1ccc(C(=O)Nc2cc(OC)c(NC(=O)c3ccco3)cc2OC)cc1,-4,6,12,0.9,106,5,24,-5,0.48,0.8
C/C(=N\NC(=O)c1nn(C)cc1Br)c1cccc(NC(=O)C2CCCC2)c1,-15,-31,7,0.9,108,7,-20,31,1.2,1.2
CC(C)CCN(C)C1CCN(S(=O)(=O)c2cccc(C(F)(F)F)c2)CC1,-5,-5,27,1,99,0,2,5,0.92,1
COC(=O)c1ccc(-c2nc3ccc(C)cc3o2)cc1,-5,-25,3,0.7,120,32,-8,25,7*,1.1
COc1cc(NC(=O)Cn2nnc(-c3ccccc3N)n2)cc(OC)c1,-4,-14,16,1,99,-4,15,14,1.1,0.9
N#CC(c1ccc(F)cc1)c1ccc(C(=O)c2ccccc2)cc1 (stereo unspecified),4,-12,2,1,99,-3,15,12,0.96,0.8
CC(C)CNC(=O)c1ccccc1NC(=O)c1ccccc1N(C)S(C)(=O)=O,7,-12,2,1,99,-4,17,12,1,0.8
COc1ccc(C(=O)NCC(=O)NCCc2c[nH]c3ccccc23)cc1OC,-9,8,5,1,93,-3,10,-8,1.6,0.9
CC(=O)Nc1ccc(OCC(O)CNC2CCCC2)cc1 (stereo unspecified),3,0,4,1,93,-5,-12,0,1.1,1.1
O=C(O)c1cc(-c2cccc(Cl)c2)nc2nc(N3CCCCC3)sc12,-20,1,14,1,91,3,35,-1,1,0.7
CCCNC(=S)N1CCC(c2nc3cc(C)c(C)cc3[nH]2)CC1,16,-7,-2,1,111,-2,15,7,0.85,0.9
O=C(O)c1cnc(-c2ccccc2)nc1Oc1ccccc1,-3,11,7,1.1,96,-9,4,-11,1,1
COc1ccc(CC(=O)NC(C)c2nnc(SCCOc3ccc(OC)cc3)n2C)cc1 (stereo unspecified),-2,8,6,1,101,-4,14,-8,0.89,0.9
O=C(NCCc1c[nH]c2ccccc12)c1cnc2sccn2c1=O,1,-24,2,0.9,127,11,11,24,1.5,0.9
COc1ccc(S(=O)(=O)N(c2onc(C)c2Cl)S(=O)(=O)c2ccc(OC)cc2)cc1,5,·,-12,1.1,94,-5,15,·,1.2,0.9
O=[N+]([O-])c1ccc(/C=N/N/C(=N/c2ccccn2)c2ccccn2)cc1,1,-26,-1,0.8,135*,23,3,26,1.7,1
Cc1ccc(S(=O)(=O)CCNC(=O)Cc2ccc(Cl)cc2)cc1,10,-3,3,1,100,-1,2,3,1.3,1
Cc1cc(NS(=O)(=O)c2ccc(NC(=O)CN3C(=O)c4ccccc4C3=O)cc2)nc(C)n1,1,-3,-3,1.1,98,-8,17,3,1.2,0.8
COC(=O)C(CC(C)C)NC(=O)/C=C/c1ccc(Cl)cc1 (stereo unspecified),7,-6,0,1.1,94,-8,15,6,1,0.8
Cc1nn(-c2ccccc2)c(C)c1/C=N/NC(=O)CSc1nnc(SCc2cccc3ccccc23)s1,0,-6,2,1,102,-1,19,6,1.2,0.8
O=C(C1CCN(C2CCN(C/C(Cl)=C/c3ccccc3)CC2)CC1)N1CCOCC1,-19,-2,9,1,99,-4,11,2,·,0.9
CCCCC(=O)O[C@]1(C(=O)CO)CC[C@H]2[C@@H]3CCC4=CC(=O)CC[C@]4(C)[C@H]3[C@@H](O)C[C@@]21C,10,-45,4,1,119,-4,9,45,0.52,0.9
O=C(NCc1ccco1)C1CCCN1C(=O)Nc1ccc(Cl)cc1 (stereo unspecified),9,19,9,1.1,103,-8,10,-19,1.2,0.9

# In a second layout: 12 of the compounds above
# The line under a structure holds: TLR4-MyD88 BLA, APP 5UTR inh, G6PDH counter, FLuc act counter, STAT1 act, FLuc inh counter, Diaph inh CS, APP 5'UTR act, NF-kB expr up, Diaph act CS
c1ccc2c(C[n+]3csc4ccccc43)cccc2c1
  0, -10, 1, 1.1, 100, -7, 11, 10, 1.8, 0.9
COc1cc(NC(C(=O)Nc2cccc(C(C)=O)c2)c2ccccc2)cc(OC)c1OC (stereo unspecified)
  1, -16, -4, 1, 77, 4, 0, 16, 1.4, 1
CCC(=O)N1c2ccccc2NC2=C(C(=O)CCC2)C1c1ccco1 (stereo unspecified)
  11, 16, 4, 1, 112, -2, -2, -16, 1.2, 1
COc1ccc(NC(=O)CSc2nnc(-c3ccccc3Cl)n2Cc2ccco2)c(OC)c1
  0, 7, 16, 1, 94, -4, 8, -7, 0.83, 0.9
O=C(CSc1nnnn1-c1ccc2c(c1)OCCO2)N1CCc2ccccc21
  12, -6, 0, 1, 103, -3, 6, 6, 1.1, 0.9
Nc1nonc1C(=O)NCCNCc1c(OCc2ccccc2F)ccc2ccccc12
  -8, 0, -2, 1.1, 95, -8, 8, 0, 0.6, 0.9
O=S(=O)(NC1c2cccc3cccc(c23)C1Sc1ncccn1)c1ccccc1 (stereo unspecified)
  -10, 9, -11, 1, 102, -3, 27, -9, 0.76, 0.7
CC(Oc1ccc(Cl)cc1)C(=O)/C=C/N(C)C (stereo unspecified)
  1, 15, 10, 1.1, 104, -9, 5, -15, 0.95, 0.9
CCc1ccc(NC(=O)CS(=O)CC(=O)NCC2OCCc3ccccc32)cc1 (stereo unspecified)
  8, 3, 2, 1.1, 96, -9, 10, -3, 1.3, 0.9
COc1ccc(NC(=O)NC2(C(=O)N3CCCCCC3)CCCCC2)cc1
  9, -1, 3, 1, 100, 0, 18, 1, 1.1, 0.8
CO/N=C/c1ccc(Oc2ccc(C)cc2)nc1
  -6, -12, 5, 1, 112, -1, 10, 12, 1.3, 0.9
COc1cccc(CC(=O)NCC2(N3CCCCC3)CCCCC2)c1
  6, 12, 1, 1.1, 101, -6, 7, -11, 0.99, 0.9
